Assay outcomes as filed in PubChem BioAssay.
H9c2 TAG inh = triacylglycerol accumulation inhibition | H9c2 cells, Nile Red lipid (TAG) fluorescence; cells loaded with 200 µM oleic acid | inhibition, % at 12.5 µM | actives 0.66% (n = 230,000);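 active = pattern-corrected inhibition of lipid staining of at least 50% with the nuclear-stain viability signal not falling by more than 50%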;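 note: 0% = DMSO wells and 100% = triacsin C control wells; some results filed as inactive read as strong as hits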
H9c2 TAG inh DAPI viability = recorded beside H9c2 TAG inh, whose call it bears; DAPI nuclei signal change (viability), lower = more cytotoxic, %;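 whole-well DAPI fluorescence read on a plate reader as a viability signal; minus 50 percent equals half of cells still viable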
* = called active by the depositor. An excerpt (hit frequency here may not be typical).

no.	molecule	H9c2 TAG inh	H9c2 TAG inh DAPI viability
1	O=C(c1ccc(=O)[nH]c1)N(Cc1cccs1)C1(C(=O)NC2CCCC2)CCCCC1	-4.6	5.6
2	COc1ccc(CNC(=O)COC(=O)c2c(C)nn(-c3ccccc3)c2C)cc1OC	18.1	0.7
3	C=CCNC(=S)NNC(=O)c1ccc(C)c(Cl)c1	8.1	-12.9
4	COc1cc(Cl)c(C)cc1NC(=O)CN1CCN(C(=O)C2CC2)CC1	-4.6	-5.7
5	CN(CCO)C(=O)c1nc[nH]c1C(=O)N1CCN(C(=O)OC(C)(C)C)CC1	-7.2	-1.2
6	CCCS(=O)(=O)NC(=O)C1(C)CCN(C(=O)COc2ccccc2)C1 (configuration not stated)	8.4	-5.3
7	Cc1ccc(S(=O)(=O)CCC(=O)Nc2nc3c(s2)CCCC3)cc1	9.2	-2.3
8	COc1ccc(NC(=O)c2cc(S(=O)(=O)N3CCCC3)cn2C)cc1Cl	-0.6	-9.6
9	CCN(CC)CC(C)(C)COC(=O)c1oc2ccccc2c1C	-2.6	5.4
10	COc1ccc(NC(=O)CN2CCN(c3ccccc3C)CC2)cc1	2.1	0.2
11	COc1ccc(CCNC(=O)COC(=O)c2ccc(OC)cc2OC)cc1	14.6	-2.4
12	O=C(Nc1ccc(S(=O)(=O)Nc2cnc3ccccc3n2)cc1)c1ccc(F)cc1	4.3	0.4
13	Cc1c(NC(=O)CN2CCC(C(N)=O)CC2)cccc1[N+](=O)[O-]	7.8	3.7
14	COCCNC(=O)c1onc(CSc2ccc(C)c(C)c2)c1C(=O)O	-4.9	-1.3
15	CCCCCCNc1c([N+](=O)[O-])c(=O)sc2ccccc12	1.4	7.1
16	COc1ccc(CNC(=O)CCC(=O)N2CCN(S(=O)(=O)c3cc([N+](=O)[O-])ccc3C)CC2)cc1	4.3	5.9
17	CN1CCN(c2ccc(S(=O)(=O)N3CCCCC3)cc2NC(=O)/C=C/c2ccc(OC(F)F)cc2)CC1	-2.4	-12.3
18	Cc1ccc(S(=O)(=O)N(C)C)cc1NC(=O)COC(=O)CCC1CCCCC1	6.0	0.5
19	O=C(N/N=C/c1cc([N+](=O)[O-])ccc1N1CCNCC1)c1ccc([N+](=O)[O-])cc1	4.1	-18.5
20	O=C(Cn1cccn1)N1CCCC(N2CCN(c3ccccc3F)CC2)C1 (configuration not stated)	14.1	-4.4
21	O=S(=O)(NCCN1CCOCC1)c1ccc(Cl)s1	2.1	16.5
22	O=C1/C(=C\c2ccc(O)c(O)c2)C(c2ccccc2)=NN1c1ccccc1	3.2	-2.8
23	OCCC1CN(Cc2cn[nH]c2C2CCCCC2)CCN1C1CCCCC1 (configuration not stated)	1.2	-0.3
24	CN1C[C@@H]2[C@@H]3C(=O)N(C)C(=O)[C@@H]3[C@](C)(C1=O)N2C(=O)c1ccc(F)cc1	-4.9	4.0
25	COc1ccc(Cl)cc1C(=O)Nc1ccccc1N1CCN(C(=O)C(C)C)CC1	13.8	-6.6
26	CCc1ccccc1Nc1nc2ccccc2n1C(C)C	-2.3	-7.9
27	c1ccc(-c2n[nH]c(-c3ccccn3)n2)cc1	10.9	-7.6
28	O=C(N/N=C/C(Br)=C/c1ccccc1)c1cccs1	-2.6	4.1
29	CCOC(=O)C1=C(CN2CCCCCC2)NC(=O)NC1c1ccc2c(c1)OCO2 (configuration not stated)	0.5	1.5
30	O=S(=O)(c1ccc(F)c(F)c1F)N1CCN(c2ncnc3sccc23)CC1	-33.1	0.3

Ordered by molecular weight (smallest number first): 15 of the compounds above.
no.	molecule	H9c2 TAG inh	H9c2 TAG inh DAPI viability
27	c1ccc(-c2n[nH]c(-c3ccccn3)n2)cc1	10.9	-7.6
15	CCCCCCNc1c([N+](=O)[O-])c(=O)sc2ccccc12	1.4	7.1
21	O=S(=O)(NCCN1CCOCC1)c1ccc(Cl)s1	2.1	16.5
13	Cc1c(NC(=O)CN2CCC(C(N)=O)CC2)cccc1[N+](=O)[O-]	7.8	3.7
22	O=C1/C(=C\c2ccc(O)c(O)c2)C(c2ccccc2)=NN1c1ccccc1	3.2	-2.8
24	CN1C[C@@H]2[C@@H]3C(=O)N(C)C(=O)[C@@H]3[C@](C)(C1=O)N2C(=O)c1ccc(F)cc1	-4.9	4.0
14	COCCNC(=O)c1onc(CSc2ccc(C)c(C)c2)c1C(=O)O	-4.9	-1.3
20	O=C(Cn1cccn1)N1CCCC(N2CCN(c3ccccc3F)CC2)C1 (configuration not stated)	14.1	-4.4
23	OCCC1CN(Cc2cn[nH]c2C2CCCCC2)CCN1C1CCCCC1 (configuration not stated)	1.2	-0.3
19	O=C(N/N=C/c1cc([N+](=O)[O-])ccc1N1CCNCC1)c1ccc([N+](=O)[O-])cc1	4.1	-18.5
29	CCOC(=O)C1=C(CN2CCCCCC2)NC(=O)NC1c1ccc2c(c1)OCO2 (configuration not stated)	0.5	1.5
18	Cc1ccc(S(=O)(=O)N(C)C)cc1NC(=O)COC(=O)CCC1CCCCC1	6.0	0.5
30	O=S(=O)(c1ccc(F)c(F)c1F)N1CCN(c2ncnc3sccc23)CC1	-33.1	0.3
25	COc1ccc(Cl)cc1C(=O)Nc1ccccc1N1CCN(C(=O)C(C)C)CC1	13.8	-6.6
16	COc1ccc(CNC(=O)CCC(=O)N2CCN(S(=O)(=O)c3cc([N+](=O)[O-])ccc3C)CC2)cc1	4.3	5.9

Continuation.
no.	molecule	H9c2 TAG inh	H9c2 TAG inh DAPI viability
31	COCC1CCN(C(=O)C2CCN(c3nc(-c4ccccc4)nc4c3CCC4)CC2)C1 (configuration not stated)	16.0	7.7
32	Cc1cc(C)c(NC(=O)CN2C(=O)NC(CCc3ccccc3)C2=O)c(C)c1 (configuration not stated)	-21.3	-5.6
33	O=C(Cn1c(=O)oc2ccccc21)N1CCN(c2ccc(N3CCOCC3)nn2)CC1	-6.8	16.6
34	CCOc1ccc(S(=O)(=O)Nc2ccc(C(=O)NCC(c3ccco3)N3CCCCC3)cc2)cc1 (configuration not stated)	1.0	6.5
35	Brc1ccccc1OCCOCCOc1cccc2cccnc12	-0.2	2.1
36	CCOC(=O)c1ccc(NC(=O)c2ccnn2C)cc1	1.9	0.3
37	O=C(Nc1ccc2c(c1)nc1n2CCCCC1)c1cc(S(=O)(=O)N2CCOCC2)ccc1Cl	-20.3	7.5
38	CCn1cc(C(=O)Nc2ccc(Cl)cc2Cl)cn1	1.1	-7.0
39	COc1cccc(NC(=O)CN(C)C(=O)c2cc(S(=O)(=O)Nc3ccccc3OC)ccc2C)c1	1.2	3.2
40	Cc1ccc(-c2nc(CN3CCN(C(=O)C4CCCO4)CC3)cs2)cc1 (configuration not stated)	-18.6	4.0
41	Cc1ccc(OCC(=O)OCC(=O)NC2CCCCCC2)cc1C	9.2	-21.6
42	Cc1cccc(OCCC(=O)OCC(=O)N2CCc3ccccc32)c1	-8.2	-4.4
43	Cc1cc([N+](=O)[O-])nn1CC(=O)N1CCOCC1	4.0	5.9
44	Cc1ccc(NC(=S)Nc2cccc(S(=O)(=O)Nc3c(C)n(C)n(-c4ccccc4)c3=O)c2)cc1	-1.6	7.6
45	CCC1(C)NC(=O)N(CC(=O)NCC(=O)Nc2c(C)cc(C)cc2C)C1=O (configuration not stated)	-3.9	3.9
46	COc1ccc(S(=O)(=O)N(CC(=O)NCCCN(C)C)c2ccc(C)cc2)cc1OC	0.6	-0.2
47	Cc1cc(NC(=O)CSc2cn(C)c3ccccc23)no1	15.9	-4.6
48	Cc1cc(C)n2nc(S(=O)(=O)NC(C)(C)C)nc2n1	1.5	15.3
49	CCOc1ccc(N2C(=O)CC(NCCNc3ccc([N+](=O)[O-])cn3)C2=O)cc1 (configuration not stated)	-2.8	8.8
50	Cc1ccc2[nH]c(CNC(=O)c3ccc(F)cc3)cc2c1	-2.3	-8.0
51	CC(C)Sc1nc2ccccc2n1CC(=O)O	1.0	2.3
52	Nc1nc(CSc2nc3ccccc3s2)nc(N2CCCCC2)n1	-9.4	4.0
53	S=c1nccc(-c2ccc(Cl)cc2)[nH]1	-9.0	6.5
54	COC(=O)c1ccc(N(CC(=O)NC2CCCC2)C(=O)CNC(=O)c2ccco2)cc1	-3.8	3.6
55	CN(C(=O)c1ccc(NC(=O)Cc2cccc(NC(=O)C3CCCN(C(=O)C4CCCC4)C3)c2)cc1)C1CC1 (configuration not stated)	0.9	0.6
56	COc1ccc(C(=O)CC(=O)c2ccc(OC)cc2)cc1	2.0	-3.9
57	CC(OC(=O)CNC(=O)c1sc2ccccc2c1Cl)c1ccccc1 (configuration not stated)	-18.8	0.1
58	O=[N+]([O-])c1cc2c(cc1CN1CCN(c3ccccc3F)CC1)OCO2	25.1	-9.1
59	CCN(CC)CCN(C(=O)c1cc2c(ccc3ccccc32)oc1=O)c1nc2cc3c(cc2s1)OCCO3	9.7	51.4
60	O=C(CCc1nnc(CCCCc2ccccc2)o1)N(CCO)Cc1ccccc1	-5.4	2.9
61	CC(NC(=O)c1ccc(S(=O)(=O)NCc2ccco2)cc1)c1ccc(F)cc1 (configuration not stated)	3.1	-6.1
62	CN(C1CCCCC1)S(=O)(=O)c1ccc(S(=O)(=O)N(CC(=O)Nc2ccccc2)C2CC2)cc1	-2.8	-9.7
63	COc1ccc(C(O)Cc2nccn2C)cc1 (configuration not stated)	-1.7	6.3
64	CCSc1ccccc1C(=O)NCCc1ccccc1	-8.4	-19.9
65	Cc1sc2ncnc(N(C)Cc3cccs3)c2c1C	-10.7	1.8
66	O=C1NC(=O)C(c2ccccc2)(c2ccc(O)cc2)N1 (configuration not stated)	-1.2	4.8
67	CC(C)(C)n1nnnc1CN1CCN(C(c2ccccc2)c2ccccc2)CC1	13.1	3.3
68	Cn1c(-c2cccc([N+](=O)[O-])c2)[n+](C)c2ccccc21	-4.7	2.2
69	CCC(CC)CN1C(Nc2ccccc2)=NC[C@@H]1CC(C)C	-27.1	7.3
70	CCOC(=O)C1(C)CCCN(C(=O)c2c(F)cccc2F)C1 (configuration not stated)	3.8	-6.9
71	c1ccc(CN2CCC(N=C3NN=C(c4ccc5c(c4)OCCO5)CS3)CC2)cc1	40.6	24.1
72	O=C(NC1CC1)c1ccc(-n2cccc2)cc1	6.9	-9.6
73	CC1=C(N2CCOCC2)CCC1=O	1.8	-7.7
74	Cn1ccc2cc(-c3csc(N4CCC(C(N)=O)CC4)n3)ccc21	8.6	-4.2
75	CC(=O)N1CCN(C(=O)c2ccc(Cl)c(NC(=O)c3cccs3)c2)CC1	2.7	-4.2
76	CC12CN(Cc3ccccc3)CC(C)(CN(Cc3ccccc3)C1)C2=NO	15.9	0.1
77	Cc1ccc(NS(=O)(=O)c2ccc(C(=O)NCCN3CCOCC3)cc2)cc1	-14.0	11.4
78	CCOc1ccc(Nc2cc(Nc3ccccc3OCC)nc(C=C(C#N)C#N)n2)cc1	3.8	4.2
79	Nn1c(SCC(=O)N2CCCCCC2)nnc1-c1ccco1	-12.8	2.4
80	Cc1nnc(NC(=O)CCN2C(=O)C3CC=CCC3C2=O)s1 (configuration not stated)	-11.9	10.8

(continued)
no.	molecule	H9c2 TAG inh	H9c2 TAG inh DAPI viability
81	Cc1ccccc1N(C(=O)Cc1cccs1)C(C(=O)NC1CCCCC1)c1cn(C)nc1C (configuration not stated)	-6.1	-4.9
82	COc1ccc(NC(=O)CSc2nc3ccccc3nc2N2CCOCC2)cc1	5.8	0.0
83	Clc1cccc(-c2ccc(-c3nc4ccccn4c3NCc3ccccc3)cc2)c1	-34.1	102.8
84	CC(C)n1c(N2CCN(C(=O)Nc3ccc(F)cc3F)CC2)nc2ccccc21	0.6	-1.1
85	Cn1c(=O)c2c(ncn2CC(=O)OCC(=O)Nc2ccccc2)n(C)c1=O	8.1	-1.4
86	COCCOC(=O)/C=C1/NC(=O)CS1	-12.2	-11.9
87	O=C(CCN1CCN(c2ccccc2F)CC1)Nc1ccccc1F	-19.6	3.5
88	COc1ccc(S(=O)(=O)N2CCC(N3CCN(Cc4ccccc4)CC3)CC2)cc1	-6.8	4.2
89	COc1ccc(CCCc2nnc(SCC(=O)Nc3ccc(OC)cc3)o2)cc1	16.9	-13.7
90	CC(=O)c1cccc(-c2ccnc3c2CC(C(=O)Nc2ccccc2)O3)c1 (configuration not stated)	-5.7	-1.6
91	CC1=NN(c2ccccc2)C(=O)C1CCC#N (configuration not stated)	1.2	-10.8
92	COc1cc2c(cc1NC(=O)Nc1ccc(C)cc1)oc1ccccc12	26.3	8.6
93	c1ccc(CCCNCCCn2cnc3c(OCc4ccccc4)ncnc32)cc1	29.1	3.2
94	O=C(O)c1ccc2c(=O)[nH]c(CCl)nc2c1	4.0	-12.1
95	CC(C(=O)OCc1nnc(-c2ccccc2)o1)N1C(=O)C2CCCCC2C1=O (configuration not stated)	-5.6	-1.1
96	O=C(O)c1ccc(-n2nnnc2Oc2ccccc2C(=O)N2CCOCC2)cc1	-5.0	3.6
97	CCSCCc1nnc(NC(=O)Nc2cccc(C(F)(F)F)c2)s1	-8.9	2.5
98	CCCCN(C(=O)c1ccc2c(c1)OCO2)c1ccccc1	-5.9	-9.4
99	COc1cccc(C(=O)Nc2cccc(-c3ccc4nncn4n3)c2)c1OC	-22.6	1.9
100	CCc1ccccc1NC(=O)COc1ccc(C(=S)N2CCCC2)cc1	5.2	13.0
101	CCc1nnc(NS(=O)(=O)c2ccc(N/C=C\C(=O)c3cccc(OC)c3)cc2)s1	8.3	6.6
102	Cc1ccccc1CNC(=O)c1ccc2nc(N3CCOCC3)sc2c1	8.0	-2.5
